TAAR1 agonist: agonists of human TAAR1; Q96RJ0; CHO RD-HGA16 TAAR1, Fluo-8 calcium fluorescence; vehicle wells 0%, saturating PEA agonist 100%; activation, % at 3 µM; actives 0.99% (n = 360,000); AID 624467;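 active means activation above the mean activation of all test compounds in the run plus 3 SD, cut at about 38% in these data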
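Test system: RD-HGA16 (CHO) cells co-expressing Gα16 and hTAAR1 / Benchmarks: DMSO vehicle as 0%, PEA at EC100 as 100% / Repeats: no replicates (n 1) / Measure: % activation from peak over basal fluorescence ratio, DMSO-to-PEA scaled / Timing: 17-24 h plating, Fluo-8 75 min 37 °C, 30 min RT / Technique: kinetic Fluo-8 calcium fluorescence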
CHRM5 antagonist: CHRM5 antagonism in calcium assay | P08912 | CHO-hM5 cells, Fluo-8 calcium fluorescence, ACh EC80 | inhibition, % at 3 µM | actives 0.59% (n = 360,000);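 active means inhibition above a per-plate cutoff, the mean of that plate's test compounds plus 3 SD, cut at about 27% in these data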;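 further: 0% = acetylcholine EC80 with DMSO and 100% = DMSO without agonist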
Target sequence (P08912 whole entry, looked up): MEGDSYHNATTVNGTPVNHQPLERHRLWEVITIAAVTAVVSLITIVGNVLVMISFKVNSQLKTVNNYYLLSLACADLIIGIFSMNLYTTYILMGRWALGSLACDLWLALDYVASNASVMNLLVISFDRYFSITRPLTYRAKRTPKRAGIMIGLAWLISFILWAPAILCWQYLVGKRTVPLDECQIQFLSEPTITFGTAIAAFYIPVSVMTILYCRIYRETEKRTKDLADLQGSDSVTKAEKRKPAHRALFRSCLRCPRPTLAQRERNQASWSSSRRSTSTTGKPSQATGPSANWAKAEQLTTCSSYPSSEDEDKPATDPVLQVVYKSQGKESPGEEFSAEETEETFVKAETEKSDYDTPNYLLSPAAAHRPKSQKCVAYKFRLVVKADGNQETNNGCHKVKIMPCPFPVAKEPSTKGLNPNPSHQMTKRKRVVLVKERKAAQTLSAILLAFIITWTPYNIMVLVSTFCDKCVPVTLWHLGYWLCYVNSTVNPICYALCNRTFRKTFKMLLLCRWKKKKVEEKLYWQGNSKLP
M1 PAM: potentiates human M1 receptor response to acetylcholine; P11229; CHO-K1 hM1, Fluo-8 calcium fluorescence, ACh EC20; 0% = ACh EC20, 100% = maximal ACh; activation, % at 3 µM; actives 0.088% (n = 360,000); in the data active means activation above about 19%, passing the limit was not always enough
M1 ag: activates human CHRM1 receptor; CHO-K1 hM1, Fluo-8 calcium fluorescence, agonist mode; 0% DMSO, 100% acetylcholine EC100; activation, % at 3 µM; actives 0.33% (n = 360,000); AID 588814;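 active means activation above the run's mean compound activation plus 3 SD, cut at about 16% in these data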;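 further: peak over basal fluorescence ratio within a 140 s kinetic read after compound addition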
CHRM4 antagonist: CHRM4 antagonism in calcium assay. P08173. AID 624125. CHO-hM4 cells, ACh EC80, Fluo-8 calcium fluorescence. actives 0.73% (n = 360,000). inhibition, % at 3 µM;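 active means inhibition above its plate's cutoff, the mean inhibition of sample wells plus 3 SD, cut at about 27% in these data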;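 further: 0% = acetylcholine EC80 with DMSO and 100% = DMSO without agonist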
Target sequence (P08173 whole entry, looked up): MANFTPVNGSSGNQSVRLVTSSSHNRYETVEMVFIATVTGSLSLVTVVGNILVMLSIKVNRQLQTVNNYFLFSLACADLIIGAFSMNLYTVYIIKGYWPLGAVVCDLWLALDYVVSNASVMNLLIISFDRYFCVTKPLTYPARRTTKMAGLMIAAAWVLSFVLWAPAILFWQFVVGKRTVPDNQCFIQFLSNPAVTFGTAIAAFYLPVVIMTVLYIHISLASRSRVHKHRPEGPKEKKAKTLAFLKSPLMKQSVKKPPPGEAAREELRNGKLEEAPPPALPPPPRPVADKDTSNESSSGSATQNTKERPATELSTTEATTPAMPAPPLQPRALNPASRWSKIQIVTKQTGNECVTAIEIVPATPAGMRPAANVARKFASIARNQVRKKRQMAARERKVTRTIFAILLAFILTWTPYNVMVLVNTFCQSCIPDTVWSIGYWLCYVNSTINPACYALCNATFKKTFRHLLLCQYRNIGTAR
M4 ag: agonists of human muscarinic M4 receptor (CHRM4); AID 624127; P08173; actives 0.14% (n = 360,000); CHO-K1 hM4/Gqi5, Fluo-8 calcium fluorescence; vehicle 0%, full acetylcholine response 100%; activation, % at 3 µM;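 active means activation above the run mean over all test wells plus 3 SD, cut at about 32% in these data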;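 further: peak over basal fluorescence ratio per well then scaled between controls; 0% = DMSO wells and 100% = acetylcholine at EC100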
CHRM5 agonist: agonists of human muscarinic M5 receptor (CHRM5). CHO-K1 hM5 cells, Fluo-8 calcium fluorescence; 0% DMSO wells, 100% maximal acetylcholine response. activation, % at 3 µM. AID 624037. actives 0.19% (n = 360,000). P08912;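 active means activation above the run's mean over test compounds plus 3 SD, cut at about 23% in these data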;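 further: signal is peak over basal fluorescence ratio across the kinetic read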
CHRM1 antagonist: human CHRM1 antagonism; P11229; CHO-K1 hM1, Fluo-8 calcium fluorescence, ACh EC80 antagonist; inhibition, % at 3 µM; actives 1.3% (n = 360,000); AID 588852;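 active means percent inhibition above its own plate's cutoff, namely the mean of that plate's compound wells plus 3 SD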;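 further: peak over basal fluorescence ratio during 140 s after agonist addition; 0% = ACh EC80 plus DMSO and 100% = DMSO alone without agonist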
M5 PAM: positive allosteric modulators of human muscarinic M5 receptor | P08912 | CHO-K1 hM5, Fluo-8 calcium, ACh EC20 PAM; 0% = ACh EC20, 100% = ACh EC100 | activation, % at 3 µM | actives 0.3% (n = 360,000) | AID 624038;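 active means activation above the run cutoff, the mean activation of all test compounds plus 3 SD, cut at about 18% in these data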
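Assay system: CHO-K1 hM5 cells / Incubation: Fluo-8 loading 80 min at 37 °C plus 30 min room temperature / Technique: Fluo-8 calcium dye fluorescence, kinetic read / Repeats: single replicate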
An asterisk follows results filed as active; nt = no result given. A portion of the library; the hit share may differ from the screen's.

TAAR1 agonist,CHRM5 antagonist,M1 PAM,M1 ag,CHRM4 antagonist,M4 ag,CHRM5 agonist,CHRM1 antagonist,M5 PAM,mol
23,-1,-10,1,2,7,3,6,-5,Cn1c(=O)c2cc(NC(=O)NCCc3ccccc3)ccc2n1Cc1ccc(F)cc1
10,-2,-2,-4,-5,-1,-2,0,-4,COc1ccccc1C/C(N)=N/OC(=O)COc1cccc2ccccc12
15,2,8,-3,4,8,0,-2,-2,CN1CCN(C(=O)c2c(NC(=O)c3ccco3)sc3c2CCC(C(C)(C)C)C3)CC1 (stereo unspecified)
-1,20,-1,-3,-1,0,-1,6,-6,Cn1c(SCC(=O)N2CCCCCC2)nc2c(c1=O)SCC2
0,8,3,-6,-5,1,-2,-1,6,Cc1ccc(C(=O)OCC(=O)NC2CCCCC2)s1
1,-3,6,-3,4,0,0,-7,2,O=C(O)C1CC(c2ccc(F)cc2)=NO1 (stereo unspecified)
9,-1,4,2,3,8,6,0,-9,CCn1nc(C)c(NC(=O)CCCSc2nc(-c3ccco3)cc(C(F)(F)F)n2)c1C
1,8,7,-8,5,1,-4,-13,2,O=C(CCCCCn1c(=S)[nH]c2ccc(N3CCOCC3)cc2c1=O)NCc1cccc(Cl)c1
1,-8,15,-1,-5,1,2,-22,2,COC(=O)c1ccc(NC(=O)CCN2CCOCC2)cc1
0,5,5,-2,0,0,1,-16,0,COCCNC(=O)c1nn2c(C(F)(F)F)cc(-c3ccccc3)nc2c1Br

Four consecutive compounds already listed, for reference:
TAAR1 agonist,CHRM5 antagonist,M1 PAM,M1 ag,CHRM4 antagonist,M4 ag,CHRM5 agonist,CHRM1 antagonist,M5 PAM,mol
9,-1,4,2,3,8,6,0,-9,CCn1nc(C)c(NC(=O)CCCSc2nc(-c3ccco3)cc(C(F)(F)F)n2)c1C
1,8,7,-8,5,1,-4,-13,2,O=C(CCCCCn1c(=S)[nH]c2ccc(N3CCOCC3)cc2c1=O)NCc1cccc(Cl)c1
1,-8,15,-1,-5,1,2,-22,2,COC(=O)c1ccc(NC(=O)CCN2CCOCC2)cc1
0,5,5,-2,0,0,1,-16,0,COCCNC(=O)c1nn2c(C(F)(F)F)cc(-c3ccccc3)nc2c1Br

(cont.)
TAAR1 agonist,CHRM5 antagonist,M1 PAM,M1 ag,CHRM4 antagonist,M4 ag,CHRM5 agonist,CHRM1 antagonist,M5 PAM,mol
3,0,13,-1,-7,3,5,-15,8,CC1(C)Cc2c(c(-c3ccco3)nc3sc4c(NCCCO)ncnc4c23)CO1
21,24,-12,-2,6,6,2,18*,-14,Cc1nc2ccccc2cc1OCc1ccccc1
1,-3,6,-1,-1,2,2,-6,-1,Nc1nonc1-n1nnc(C(=O)N/N=C/C2CC=CCC2)c1CSc1ccccc1 (stereo unspecified)
1,-3,3,-1,2,1,0,0,-4,CC(NCCO)C(=O)C12CC3CC(CC(C3)C1)C2 (stereo unspecified)
2,7,3,-4,-2,8,-2,-6,-5,COc1ccccc1CNC(=O)c1ccc(S(=O)(=O)N(C)c2ccccc2)cc1
2,4,8,-8,9,1,2,-3,8,COc1ccc(S(=O)(=O)N2CCCC2)cc1C(=O)N1CCOCC1
9,11,-4,0,13,10,-12,23,-20,COc1ccccc1Nc1ncc(C(=O)N2CCN(Cc3ccc(OC)c(OC)c3OC)CC2)c2ccccc12
1,5,-6,-3,9,1,-3,7,-4,O=C(CCn1c(=O)c2cccn2c2ccc(F)cc21)NCc1cccc(F)c1
45*,0,9,-5,2,-2,2,-15,9,Cc1ccc(N2C(N)=C(C#N)C(c3cccs3)C3=C2CC(C)(C)CC3=O)cc1 (stereo unspecified)
11,-7,1,-2,-18,-1,-3,-31,-1,c1ccc(Oc2cc(-c3ccccc3)ncn2)cc1
1,12,-3,-3,1,0,-2,11,0,O=CN1CCN(S(=O)(=O)c2ccc(Cl)c(C(=O)O)c2)CC1
8,4,7,7,-5,3,4,-7,3,Cc1ccc(NC(=O)C(C)S)cc1 (stereo unspecified)
17,22,-19,-2,21,24,-1,50*,-27,N#Cc1ccccc1S(=O)(=O)N1CCN(c2nc(-c3cccnc3)nc3ccccc23)CC1
5,1,2,-3,6,0,-7,-4,3,CC1CCCN(c2ccc(/C=C(\C#N)c3nn(-c4ccccc4)c(N)c3C#N)cc2[N+](=O)[O-])C1 (stereo unspecified)
0,10,0,-4,10,5,-3,-4,-11,O=C(COC(=O)C1(c2ccccc2F)CCCC1)NCc1ccc2c(c1)OCO2
4,0,-1,-7,-3,1,-9,6,-3,Cc1noc(C)c1COC(=O)c1ccc2c(c1)OCO2
0,-6,5,-4,2,3,0,-7,3,Cc1ccc(C(=O)NC(NCc2ccco2)C(Cl)(Cl)Cl)cc1 (stereo unspecified)
nt,-5,2,3,3,7,8,7,8,CC(C)CCOc1ccc(C2(C)NC(=O)N(CN3CCOCC3)C2=O)cc1 (stereo unspecified)
1,9,6,-2,51*,0,-3,-3,-7,Cc1cc(NC(=O)c2ccc(F)c(S(=O)(=O)N3CCCCC3)c2)no1
5,1,11,-2,-1,2,-2,-17,5,CCN(CC)S(=O)(=O)c1ccc2c(c1)nc(-c1ccccn1)n2C

The final 2 records of the part above open the next one.
TAAR1 agonist,CHRM5 antagonist,M1 PAM,M1 ag,CHRM4 antagonist,M4 ag,CHRM5 agonist,CHRM1 antagonist,M5 PAM,mol
1,9,6,-2,51*,0,-3,-3,-7,Cc1cc(NC(=O)c2ccc(F)c(S(=O)(=O)N3CCCCC3)c2)no1
5,1,11,-2,-1,2,-2,-17,5,CCN(CC)S(=O)(=O)c1ccc2c(c1)nc(-c1ccccn1)n2C
7,3,nt,nt,9,14,8,nt,-8,O=S1(=O)CC(N2CCN(Cc3ccccc3F)CC2)CN1Cc1cn(Cc2ccc(C(F)(F)F)cc2)nn1 (stereo unspecified)
0,-3,9,-5,10,0,1,-13,3,Cc1cscc(C)c1=S
6,5,2,-7,-1,4,0,-3,0,Cc1c(OCC(=O)N(C)c2ccccc2)ccc2c3c(c(=O)oc12)CCC3
-3,-15,-2,-6,5,1,0,7,10,O=CN1CCN(S(=O)(=O)c2ccc(S(=O)(=O)NC3CCCCC3)cc2)CC1
2,6,nt,nt,-3,1,2,nt,4,C[C@@H](NC(=O)[C@@H]1CCCN1C(=O)[C@@H]1CCCN1)c1ccccc1
7,-11,1,-2,-3,0,-2,-1,1,COC(=O)C1CCN(C(=O)Nc2ccc(OC)cc2)CC1
-1,12,12,2,6,0,-1,-17,7,N#C/C(=C/c1cc(Cl)c(O)c(Cl)c1)C(=O)N1CCCCC1
2,6,-3,-6,-8,4,4,10,-3,O=C(COc1coc(CN2CCN(c3cccc(Cl)c3)CC2)cc1=O)NC1CCCC1
0,-4,5,-7,9,0,-5,-5,2,O=S(=O)(NCc1ccccc1)c1cccc2nonc12
3,-4,-26,-10,-10,0,-7,20,-1,COc1ccccc1CN1C[C@@H]2C[C@@H](C3=Cc4cc(Cl)ccc4OC3)N3CCC[C@@]23C1=O
-2,6,13,2,-1,-2,7,-13,4,O=C(CCCOc1ccc(Cl)cc1Cl)Nc1ccc(O)cc1C(=O)O
9,2,-1,-3,-5,-1,-1,-4,-2,CC1CCCN(C(=O)c2ccc(-c3ccccc3Cl)o2)C1 (stereo unspecified)
11,11,1,-3,-1,8,-6,5,-11,Cc1c(NC(=O)c2cc(-n3cnnc3)ccc2Cl)cccc1-c1nc2ccccc2o1
8,1,6,-9,-2,1,-1,-2,3,O=C(CO/N=C/c1ccccc1OC(F)F)NC1CCCCC1
0,3,-3,-3,-8,4,1,0,-8,C/C(=N/Nc1ccc(C(=O)O)cc1)c1ccc2c(c1)Nc1ccccc1S2
17,3,0,-1,1,0,-7,-15,1,CCc1nnc(NS(=O)(=O)c2ccc(N/C=C\C(=O)c3ccc(C)cc3)cc2)s1
51*,-6,-1,-7,-4,-1,-9,-30,4,COc1ccccc1CCN1C(=S)NC(C)(C)CC1(C)O (stereo unspecified)
-1,-4,10,-1,-10,2,1,-11,-2,CCN(C(=O)Cc1c(C(=O)O)n(C)c2ccccc12)c1cccc(C)c1
3,6,0,0,12,7,2,-2,-4,COc1ccc(S(=O)(=O)N(C)C)cc1NCC(=O)Nc1ccc(Br)cc1F
0,3,-5,-6,-1,0,-1,16,5,O=C(Cn1cnc2c(nnn2-c2ccc(F)cc2)c1=O)NCC1CCCO1 (stereo unspecified)
-1,-1,2,-6,-20,-2,1,-7,9,Cc1ccc(Nc2nc(-c3cccs3)cs2)nc1
-2,0,7,-4,-14,1,-6,-14,-6,CCOc1ccc(/C=C2/SC(=S)N(n3c(C)ccc3C)C2=O)cc1
4,7,10,-5,4,1,1,-8,1,O=C(CN1C(=O)NC2(CCCCC2)C1=O)Nc1cccc(S(=O)(=O)N2CCCC2)c1
0,50*,7,-4,-6,6,-7,-14,-17,Cc1ccc(NC(=O)OCCNC(=O)c2ccncc2)cc1
0,-9,-1,1,7,0,-3,-4,1,Cc1cccc(COc2ccc(/C=N/NC(=O)c3nnn(-c4nonc4N)c3CN3CCCCC3)cc2)c1
1,12,9,-6,-3,8,-8,-10,-6,CC(C)NC(=S)N/N=C/c1cccnc1
0,-3,-1,0,-16,1,0,2,6,NC(=O)c1ccc(NC(=O)CCN=C2NS(=O)(=O)c3ccccc32)cc1
3,14,0,-5,-4,1,0,5,-4,COCC(=O)Nc1sc2c(c1C(=O)OC)C(C(=O)OC)CC2 (stereo unspecified)
0,-2,-1,-3,-8,0,0,-12,-1,CC(=O)Nc1cc(NC(=O)CCCC(=O)O)ccc1Cl
6,3,-1,-4,-4,2,-4,-2,5,CCCS(=O)(=O)N1CCCC(C(=O)NCCc2cccc(C)c2)C1 (stereo unspecified)
0,5,7,-3,10,0,-2,-6,1,Cc1ccc(OCCC(=O)OCC(=O)NC(=O)NCc2ccccc2)cc1
1,1,3,-3,8,1,1,3,2,O=C1/C(=C/c2cccnc2)SC(=S)N1c1ccc(F)cc1
7,1,-1,-6,10,0,0,1,-3,Cc1cc(NC(=O)c2cc3n(n2)C(C(F)(F)F)CC(c2ccc(Cl)c(Cl)c2)N3)no1 (stereo unspecified)
5,-4,15,2,-5,-2,6,-15,3,COC(=O)c1cc(Br)c(=O)n(CC(C)C)c1
7,14,2,-1,-11,6,0,0,-9,Oc1cccc(NC(=S)N=Nc2c(O)[nH]c3ccccc23)c1
7,4,10,-2,0,1,1,-8,-1,CCN(CC(=O)Nc1ccc2c(c1)OCO2)Cc1nc2ccccc2c(=O)[nH]1
16,3,11,4,1,2,1,-5,-10,COc1ccc(OC)c(NC(=O)CN2c3cccc4cccc(c34)S2(=O)=O)c1
2,8,5,-2,10,-1,-6,-9,2,CCC(C)(C(=O)NC1CCCC1)N(C(=O)c1ccccn1)c1ccc(C)cc1 (stereo unspecified)
1,0,4,-3,-17,0,5,-4,5,Oc1c(CN2CCOCC2)cc(CN2CCOCC2)c(O)c1CN1CCOCC1
2,-3,6,1,-2,0,-2,-7,3,CC(C)(C)OC(=O)NNC(=O)NC12CC3CC(CC(C3)C1)C2
6,0,1,-3,2,1,-1,-1,0,CCC(OC(=O)c1ccco1)C(=O)NCc1ccco1 (stereo unspecified)

From PubChem BioAssay
